GSIS activator – primary screen for activators of insulin secretion dependent on glucose, INS-1E cells, GLuc reporter luminescence. INS-1E GLuc reporter insulin secretion, 2-3 h. activation, % at 16.6 µM. 370,000 compounds, 0.61% hits. AID 743287;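 active = lowest replicate activation of at least 40%, so every replicate reaches that level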;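 note: 0% = median of neutral control wells and 100% = median of IBMX positive control wells; some compounds called inactive have numbers as strong as hits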
PglD inh – blocks C. jejuni PglD acetyltransferase activity | purified PglD enzyme, DTNB colorimetric CoA detection | inhibition, % at 12.5 µM | 360,000 compounds, 0.098% hits; in the data active = inhibition above about 16%, passing the limit was not always enough; note: strong numbers were not always called active
ARNT-TACC3 inh – disruptors of human ARNT/TACC3 interaction | Q9Y6A5 | AlphaScreen His-ARNT PAS-B/GST-TACC3 binding, luminescence; TACC3 fragment carries E629A point mutation | inhibition, % at 9.99 µM | 390,000 compounds, 0.66% hits;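 active = mean inhibition of replicates at least 50% and at least half of replicates each reaching 50%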;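 note: 0% = complete ARNT plus TACC3 wells and 100% = ARNT alone without TACC3; many hits fall short of the cut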
C2C12 statin – protects C2C12 myotubes from simvastatin toxicity; ATP luminescence, 48 h; scaled: DMSO 0, geranylgeraniol control 100; rescue of ATP level, % at 7.49 µM; 330,000 compounds, 0.78% hits;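 active = mean ATP rescue above about 67%, or every replicate alone reaching that limit, limit read from the data, passing the limit was not always enough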;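 note: myotubes were challenged with 10 µM simvastatin during compound exposure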
LGR2 antag – inhibitors of bursicon-induced Drosophila LGR2 receptor cAMP signaling | 380,000 compounds, 0.35% hits | AID 720647 | HEK293 LGR2, CRE-luciferase, bursicon-stimulated, 4 h | inhibition, % at 9.99 µM;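 active = drop in luminescence signal, shown as inhibition above about 50% in the replicate tests, limit read from the data, passing the limit was not always enough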;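 note: agonist challenge used bursicon conditioned medium at about half maximal strength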
Cneo AK release – Cryptococcus neoformans lysis via adenylate kinase release; C. neoformans lysis, adenylate kinase release luminescence, 4 h; normalised: neutral wells 0, clomiphene wells 100; lysis activity, % at 15 µM; 360,000 compounds, 0.2% hits;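 active = mean lysis activity across replicates of at least 80%, whatever share of replicates individually reach that level; inactive = mean lysis activity below 80%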
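Material: C. neoformans cells | Amount: Yeast cell density of 5 × 10^6 cells/mL | Medium: Fresh YPD growth medium | Dosing: Single dose | Times: Static 4 h at 37 °C with compound, 1 h detection | Detection: AK luminescence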
PAX8 inh HTS – PAX8 transcriptional activity inhibition; RMG-I TPO-luciferase reporter, SteadyGlo, 24 h; inhibition, % at 12.6 µM; 360,000 compounds, 1.2% hits; AID 652154;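 active = mean replicate inhibition at least 60% with every replicate also reaching 60%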;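 note: luciferase light reporting Pax8 driven TPO promoter activity; plate controls were median of neutral control wells for no effect and mitoxantrone controls for full effect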
PGC1a acetyl inh – lowers PGC1a acetylation signal in U2OS cells; AlphaScreen anti-acetyl-lysine; with virally co-expressed GCN5 acetyltransferase; inhibition, % at 15.6 µM; 350,000 compounds, 0.17% hits; AID 651687;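 active = every replicate shows inhibition of at least 40%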;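 note: 0% = neutral control wells and 100% = positive control wells; some results beyond the cut were filed as inactive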
* = called active by the depositor; · = not tested or not shown.

SMILES	GSIS activator	PglD inh	ARNT-TACC3 inh	C2C12 statin	LGR2 antag	Cneo AK release	PAX8 inh HTS	PGC1a acetyl inh
Cc1nc2c(C)cccn2c1/C(O)=C1\C(=O)C(=O)N(CCN(C)C)C1c1ccco1 (stereo unspecified)	-2.8	·	2.8	·	-12.0	·	3.5	·
O=C(Nc1ccc2c(c1)OCO2)C1Cc2c(-c3ccccc3Oc3ccccc3)ccnc2O1 (stereo unspecified)	8.0	2.3	·	2.5	4.6	3.3	31.8	·
O=C(C[C@@H]1CC[C@@H]2[C@H](COC[C@@H](O)CN2Cc2nccs2)O1)NCc1ccccc1Cl	2.7	-1.2	-0.8	0.7	1.2	-1.4	-14.8	0.8
CC1Cc2ccccc2N1CC(=O)Nc1ccc2c(c1)OCCCO2 (stereo unspecified)	6.5	-0.4	1.1	8.7	-7.3	-2.5	2.2	0.4
C1=C(c2ccccc2)CCN(c2ncnc3nc[nH]c23)C1	-0.6	-4.6	4.6	-22.4	4.4	-0.9	29.7	-0.3
CC(C)(C)n1ncc2c(=O)n(CC(=O)c3ccc(Cl)cc3)cnc21	·	10.2	-4.8	-13.2	·	0.6	·	-0.7
O=C(NCCN1CCOCC1)c1ccc(=O)n(Cc2ccc(Cl)cc2)c1	-1.3	0.2	-6.9	6.1	-6.8	-3.8	4.2	-5.2
COc1cccc(OCCNc2cc(Cl)ccc2[N+](=O)[O-])c1	·	11.9	9.0	-1.8	·	-5.4	·	-1.7
O=C(/C=C/c1cc2c(cc1Br)OCO2)NCc1ccc(F)cc1	-8.0	-4.6	-1.1	-1.0	13.1	-3.8	·	-11.5
NC(=S)Nc1cccc(-c2n[nH]c(=S)o2)c1	10.5	·	0.9	·	11.3	·	2.2	·
CC1(C(=O)O)CCC(C(=O)Nc2ccc(F)cc2)C1(C)C (stereo unspecified)	5.4	-3.6	-6.3	15.0	20.8	1.4	-8.1	·
CC(=O)C(/C=N/c1ncc(C(F)(F)F)cc1Cl)=C(\C)O	-4.0	·	-8.2	·	-3.5	·	3.8	·
CC1CN(Cc2cc(=O)[nH]c(C3CC3)n2)CC(C)O1 (stereo unspecified)	·	0.0	2.8	-12.0	·	-0.8	-11.2	7.3
CCc1cccc(C)c1NC(=O)COC(=O)CC1CCCC1	-1.5	7.6	-2.0	-0.2	-13.9	-1.4	12.3	·
COc1ccccc1CNS(=O)(=O)c1cccc(S(=O)(=O)N2CCOCC2)c1	·	·	3.1	·	·	2.2	-5.2	12.0
CCN(CC(=O)Nc1ccccc1C(F)(F)F)C(=O)CCc1nc2sc3c(c2c(=O)[nH]1)CCCC3	13.2	2.1	0.7	-8.8	4.6	0.9	2.3	-4.3
CCN1CCN(C(=O)/C=C/c2ccc(OC)cc2)CC1	-1.7	7.1	-4.0	2.6	-0.4	-1.1	-1.3	·
Cc1ccc(NC(=O)c2ccc(OCc3c(C)noc3C)cc2)nc1	-3.5	-2.8	2.4	12.0	0.4	0.8	-6.4	3.1
C[C@H](CO)N1C[C@H](C)[C@@H](CN(C)C(=O)Cc2cccnc2)Oc2ncc(C#CC3(O)CCCC3)cc2C1=O	7.3	·	·	12.1	7.5	·	-14.4	6.0
O=C(c1ccncc1)c1ccc(NC(=O)c2cccs2)cc1	-5.3	-0.6	-0.5	3.3	-4.3	1.0	0.7	·
O=c1cnc2ccccc2n1Cc1ccccc1C(F)(F)F	15.9	1.7	7.7	1.8	7.2	0.5	7.1	·
Cc1ccccc1NC(=O)NC1(C(=O)NCC2CCCO2)CCCCC1 (stereo unspecified)	5.7	-2.4	-3.2	-4.7	1.7	-1.4	15.3	-6.5
CCOC(=O)Nc1ccc(Oc2ccccc2)cc1	·	-10.6	-1.7	-7.1	·	-1.4	-174.1	-9.9
CCCOc1ccc(N2CC(C(=O)Nc3ccccc3OC)CC2=O)cc1 (stereo unspecified)	-7.3	-4.8	-20.9	6.9	0.2	-3.2	2.3	·
Cc1nc(Nc2nc3c(c(=O)[nH]2)CCC3)nc2ccccc12	·	-104.1	-7.9	5.9	·	6.1	·	-0.1
CC(C)(C)C1=NN=C2c3ccccc3C(=O)C21 (stereo unspecified)	-14.7	-3.9	-4.9	4.9	-16.3	2.1	-3.4	4.6
COc1cccc(NC(=O)/C=C/c2ccco2)c1	-38.3	·	3.4	·	-88.7	·	-138.3	6.1
COc1cccc(CNCCOCCO)c1OC	·	-1.5	6.5	-6.7	·	-1.4	·	-3.5
CC1=C(C)CC(C(=O)Nc2ccc3c(c2)OCO3)C(C(=O)O)C1 (stereo unspecified)	3.9	·	-22.3	·	-8.0	·	-35.5	-10.1
COc1cc(COCC(O)CN2C(C)CCCC2C)cc(OC)c1OC (stereo unspecified)	17.8	1.4	-8.7	4.3	4.2	-1.3	-1.4	-1.1
CC(C)=N/N=C1/NC(=O)C(c2ccc(Cl)cc2)S1 (stereo unspecified)	31.4	-2.3	-0.8	9.8	15.7	1.7	-9.9	11.7
COc1ccc(NC(=O)[C@H](C)NC(=O)C2CCN(S(=O)(=O)c3ccc(C)cc3)CC2)cc1	9.3	0.9	3.2	10.7	13.6	-1.2	-3.6	0.0
Cc1cc(C(=O)OCC(=O)Nc2cccc(S(N)(=O)=O)c2)c(C)o1	6.9	-0.9	·	1.4	6.4	-2.7	-1.1	·
CC(=O)Nc1ccc(NC(=O)CSc2ccc3nnc(-c4cccnc4)n3n2)cc1	16.5	-1.2	-6.1	9.5	13.7	4.4	9.3	8.5
COc1ccc(CCNC(=O)[C@@H](NC(N)=O)C(C)C)cc1	2.3	·	-17.6	·	8.8	·	11.0	·
COc1ccc(NC(=O)CSc2ccc(-c3cccnc3)nn2)cc1	·	0.5	-5.8	3.9	1.6	0.0	·	·
C[C@H](CO)N1C[C@H](C)[C@@H](CN(C)S(=O)(=O)c2ccc(Cl)cc2)OCCCC[C@H](C)Oc2ccc(NS(=O)(=O)c3ccc(F)cc3)cc2C1=O	-1.1	1.8	-6.0	-7.5	12.4	52.9	84.2*	1.8
c1ccc(CNCCC(Cc2ccccc2)c2ccco2)cc1 (stereo unspecified)	·	-0.5	3.7	·	·	2.5	19.5	-21.3
CC(=O)OCn1ncc(N2CCOCC2)c(Br)c1=O	-0.7	6.4	7.2	3.8	14.4	-1.3	11.7	8.1
O=C(Nc1ccc(Cl)cc1)OC(CN1CCCCC1)C(F)(F)F (stereo unspecified)	-27.0	1.6	32.1	4.8	14.0	-0.1	·	3.5
CN(C)c1ccc(NC(=O)CCn2c(=S)oc3ccccc32)cc1	-5.1	·	-0.7	·	-76.4	·	-68.1	·
COc1ccc(N(C(=O)c2ccn[nH]2)C(C(=O)NC2CCCC2)c2ccc(F)cc2)cc1 (stereo unspecified)	-10.5	5.1	-4.7	15.8	-8.8	-9.1	7.2	·
O=C(NC(=S)N1CCCCCC1)c1ccccc1	2.7	·	2.2	·	27.9	3.8	-9.0	·
C[C@@H]1CCCCO[C@@H](CN(C)S(=O)(=O)c2cn(C)cn2)[C@H](C)CN([C@H](C)CO)C(=O)c2cc(N(C)C)ccc2O1	-8.1	4.5	1.3	-5.2	-8.9	-0.5	-20.6	6.0
COC(=O)c1cc(CNC(=O)C(C)NS(=O)(=O)c2ccc(C)c(C)c2)ccc1OC (stereo unspecified)	-13.6	2.0	-13.3	-7.8	-30.8	-1.5	12.5	-6.6
CO[C@H]1CN(C)C(=O)c2cc(NC(C)=O)ccc2OC[C@@H](C)N(S(C)(=O)=O)C[C@@H]1C	-6.9	-1.1	-2.2	2.7	-10.6	-11.2	-7.5	5.4
COc1ccc(CNC(=O)CN2C(=O)NC(C)(c3cccc4ccccc34)C2=O)cc1OC (stereo unspecified)	14.9	-1.0	1.1	-0.6	0.3	-0.1	2.3	·
COc1ccc(C(=O)Nn2c(C)ccc2C)cc1OC	·	-3.1	-14.2	13.1	·	6.1	·	8.1
O=C(C[C@H]1CC[C@@H](NC(=O)C2CC2)[C@H](CO)O1)Nc1ccccc1	0.3	1.0	16.3	-3.8	4.7	0.3	·	-0.4
COc1cc(NC(=O)c2cc(-c3ccccc3)nc3c2cnn3C(C)C)cc(OC)c1OC	·	-1.9	1.1	-6.3	·	-0.2	·	2.7

Structural class, the compounds so far containing an NH in an aromatic ring
SMILES	GSIS activator	PglD inh	ARNT-TACC3 inh	C2C12 statin	LGR2 antag	Cneo AK release	PAX8 inh HTS	PGC1a acetyl inh
C1=C(c2ccccc2)CCN(c2ncnc3nc[nH]c23)C1	-0.6	-4.6	4.6	-22.4	4.4	-0.9	29.7	-0.3
NC(=S)Nc1cccc(-c2n[nH]c(=S)o2)c1	10.5	·	0.9	·	11.3	·	2.2	·
CC1CN(Cc2cc(=O)[nH]c(C3CC3)n2)CC(C)O1 (stereo unspecified)	·	0.0	2.8	-12.0	·	-0.8	-11.2	7.3
CCN(CC(=O)Nc1ccccc1C(F)(F)F)C(=O)CCc1nc2sc3c(c2c(=O)[nH]1)CCCC3	13.2	2.1	0.7	-8.8	4.6	0.9	2.3	-4.3
Cc1nc(Nc2nc3c(c(=O)[nH]2)CCC3)nc2ccccc12	·	-104.1	-7.9	5.9	·	6.1	·	-0.1
COc1ccc(N(C(=O)c2ccn[nH]2)C(C(=O)NC2CCCC2)c2ccc(F)cc2)cc1 (stereo unspecified)	-10.5	5.1	-4.7	15.8	-8.8	-9.1	7.2	·

Remaining list, next part
SMILES	GSIS activator	PglD inh	ARNT-TACC3 inh	C2C12 statin	LGR2 antag	Cneo AK release	PAX8 inh HTS	PGC1a acetyl inh
COc1ccc(Cl)cc1NC(=S)NCc1cccs1	7.1	-3.7	-2.9	·	2.3	-0.7	-9.4	·
COCC(=O)N(C)C[C@@H]1Oc2cc(C#CC3CC3)ccc2S(=O)(=O)N([C@H](C)CO)C[C@@H]1C	6.1	3.2	-4.4	6.1	7.5	3.0	·	-2.1
COc1ccc2c(CC(=O)N[C@@H](Cc3c[nH]c4ccccc34)C(=O)O)cc(=O)oc2c1	-13.6	4.1	-1.5	-10.7	-1.6	-4.8	16.8	-4.6
Cc1cccc(Cc2nc3ccccc3[nH]2)c1	-1.5	-9.6	-5.5	3.5	18.9	6.5	·	5.6
Cc1cccc(NC(=S)N(CCc2ccncc2)C(C)C)c1C	14.6	·	0.5	·	7.1	·	-6.3	5.6
Cc1csc(NC(=O)c2ccco2)n1	·	0.5	-3.5	16.8	·	0.1	·	0.8
Cc1noc(C)c1S(=O)(=O)Nc1cccc2c1O[C@H](CN(C)C(=O)Nc1ccc(C(F)(F)F)cc1)[C@H](C)CN([C@@H](C)CO)C2=O	-23.6	-3.6	-5.4	·	-1.2	-0.6	·	-2.6
CC(C)CCNC(=O)C1c2ccccc2Oc2ccccc21	10.5	-4.0	-2.4	2.8	10.8	3.2	14.9	-7.7
C=CCOC(=O)C1=C(C)NC(C)=C(C(=O)OCC=C)C1c1ccc(C)o1	-35.0	0.0	-1.5	11.8	5.8	2.2	12.6	·
C[C@H]1CN([C@@H](C)CO)C(=O)Cc2cc(NS(C)(=O)=O)ccc2O[C@@H]1CN(C)S(C)(=O)=O	6.1	1.0	-0.4	-16.1	-5.0	1.0	·	7.0
O=C(N=C1SC2CS(=O)(=O)CC2N1c1ccccc1C(F)(F)F)C1CCCO1 (stereo unspecified)	9.5	·	17.0	-5.6	10.2	·	-1.6	9.2
COc1ccccc1-c1cnc2c(c1)C(=O)N([C@@H](C)CO)C[C@H](C)[C@@H](CN(C)C(=O)CN(C)C)O2	3.4	-5.7	-5.8	·	-3.7	-3.7	·	-0.8
COc1ccc(S(=O)(=O)N2CCCC2CNC(=O)C(=O)NCc2ccccn2)cc1 (stereo unspecified)	-1.7	0.5	25.2	-7.8	12.9	0.1	3.8	·
Nn1c(SCc2cccc3ccccc23)nnc1-c1ccco1	·	-2.7	1.8	-10.0	·	-0.5	-20.6	7.3
CCO/N=C(/C)c1c(O)cc(-c2ccccc2)n(-c2ccccc2)c1=O	13.1	·	-8.9	·	7.0	·	6.2	·
